# Assay outcomes as filed in PubChem BioAssay.
# APP transl inh: APP translation inhibition | SH-SY5Y APP 5'UTR-luciferase reporter, luminescence | inhibition, % at 2 µM | hit rate 0.82% among 190,000 | AID 1285;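 active = inhibition above a set limit, derived from the sample mean plus 3 SD, cut at about 45% in these data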; also: values of inactives mirror those of a sister screen read the other way
# TNAP inh noacc: blocks human TNAP activity with no phosphate acceptor present; P05186; hit rate 0.26% among 200,000; AID 1012; purified TNAP, CDP-star luminescence, 30 min; inhibition, % at 20 µM;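 active = tissue-nonspecific alkaline phosphatase inhibition above about 50% at 20 µM in the single-dose screen, limit read from the data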;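 also: 0% = DMSO negative control and 100% = EDTA positive control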
# Target sequence (P05186 whole entry, looked up): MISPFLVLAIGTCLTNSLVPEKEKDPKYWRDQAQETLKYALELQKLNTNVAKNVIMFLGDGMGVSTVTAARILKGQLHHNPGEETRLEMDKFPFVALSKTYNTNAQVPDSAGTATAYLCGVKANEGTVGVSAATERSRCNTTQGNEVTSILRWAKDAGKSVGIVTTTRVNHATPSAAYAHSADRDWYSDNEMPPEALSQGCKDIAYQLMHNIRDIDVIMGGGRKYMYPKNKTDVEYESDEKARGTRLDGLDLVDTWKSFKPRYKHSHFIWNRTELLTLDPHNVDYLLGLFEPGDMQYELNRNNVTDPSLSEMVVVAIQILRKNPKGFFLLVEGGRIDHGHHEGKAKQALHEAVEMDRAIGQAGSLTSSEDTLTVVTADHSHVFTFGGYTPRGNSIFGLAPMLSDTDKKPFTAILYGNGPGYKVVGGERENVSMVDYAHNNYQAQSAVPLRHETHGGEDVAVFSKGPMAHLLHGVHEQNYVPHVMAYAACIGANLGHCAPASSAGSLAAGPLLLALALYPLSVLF
# bIAP inh: intestinal alkaline phosphatase (bovine) inhibition; inhibition, % at 20 µM; purified bovine IAP, CDP-star luminescence, 30 min; 190,000 tested, under 10 active; AID 1019;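 active = over 50% inhibition of intestinal alkaline phosphatase at 20 µM in the single-dose screen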
#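 System: purified bovine intestinal alkaline phosphatase (IAP) enzyme; Input: IAP diluted 1/65,000,000 in the well; Measured by: CDP-star luminescence signal; Compound dosing: 20 µM single dose; Incubation: 30 min reaction at room temperature.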
# TNAP act hi DEA: increases human TNAP activity under high phosphate acceptor concentration; purified TNAP, CDP-star luminescence, 1 M DEA, 30 min; stronger effect = higher value; 0 = EDTA background, 1 = DMSO-only activity; activation factor at 20 µM; 200,000 tested, under 10 active; AID 1136;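 active = activation factor at least 2 at 20 µM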
#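 Assay system: human TNAP; Input: enzyme diluted 1/800 final; Reagent: CDP-star luminogenic substrate at 100 µM final; Timing: 30 min, room temperature; Signal: luminescence; Evaluation: TNAP activation factor scaled between EDTA and DMSO control wells.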
# RAM network inh: inhibitors of the yeast RAM network | AID 868 | S. cerevisiae dse1pr::URA3 reporter, 5-FOA growth OD615, 2 d; analog-sensitive cbk1-as2 kinase mutant strain | inhibition, % at 50 µM | hit rate 1.8% among 190,000;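 active = inhibition above a set limit, 3 SD over mean compound inhibition, cut at about 8.4% in these data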;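 also: 0% = DMSO-only wells with no growth and 100% = 10 µM 1-NA-PP1 full growth; inhibition rescues growth on 5-FOA so higher OD means more RAM inhibition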
# FLuc stim CS: affects firefly luciferase, flagging false hits in luciferase stimulation screens; ATPlite luciferase biochemical, luminescence, 10 min; 0 = ATP-free wells, 1 = DMSO control; activation factor at 10 µM; 200,000 tested, under 10 active;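 active = luciferase activation factor, scaled between plate controls, of at least 2 with compound at 10 µM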
# Target sequence (P08659 whole entry, looked up): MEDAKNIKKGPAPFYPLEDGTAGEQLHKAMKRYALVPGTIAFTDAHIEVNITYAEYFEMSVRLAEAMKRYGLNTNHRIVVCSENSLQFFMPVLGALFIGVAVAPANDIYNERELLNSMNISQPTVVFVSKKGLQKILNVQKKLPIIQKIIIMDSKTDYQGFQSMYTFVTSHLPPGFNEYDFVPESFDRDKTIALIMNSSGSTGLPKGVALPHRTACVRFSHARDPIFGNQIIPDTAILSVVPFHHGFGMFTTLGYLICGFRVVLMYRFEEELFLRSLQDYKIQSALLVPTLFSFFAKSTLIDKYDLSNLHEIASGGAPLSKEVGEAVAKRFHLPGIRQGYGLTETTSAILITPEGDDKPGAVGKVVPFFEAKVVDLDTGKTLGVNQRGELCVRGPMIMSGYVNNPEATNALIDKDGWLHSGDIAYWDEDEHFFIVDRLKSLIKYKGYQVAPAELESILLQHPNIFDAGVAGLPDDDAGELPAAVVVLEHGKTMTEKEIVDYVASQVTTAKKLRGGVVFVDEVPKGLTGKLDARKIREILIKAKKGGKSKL
#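 Assay system: Luciferase/luciferin reagent mix; Medium: PBS as buffer for the ATP substrate; Dosing: test compounds dosed from 2 mM stocks in 100% DMSO; Times: 10 min, room temperature; Signal: luminescence from luciferase reaction; Read-out: luciferase activation; Controls: No-ATP low control, compound-free enzyme-plus-ATP high control.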
# Lmaj promast: inhibitors of Leishmania major promastigote growth; hit rate 9% among 200,000; inhibition, % at 10 µM; Leishmania major promastigotes, resazurin fluorescence viability; AID 1063; in the data active = inhibition above about 50%;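 also: promastigotes grown with compound for 44 hours at 28 °C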
# FLuc inh counter: Photinus pyralis luciferase inhibition counter-screen; P08659; ATPLite firefly luciferase biochemical luminescence, 10 min; inhibition, % at 10 µM; hit rate 1.5% among 200,000; AID 1006;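 active = inhibition above about 50% when tested at 10 µM, limit read from the data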
# TNAP inh hi DEA: TNAP (human) inhibition, high acceptor; P05186; purified TNAP, CDP-star luminescence, 1 M DEA; inhibition, % at 20 µM; hit rate 0.03% among 200,000;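 active = over 50% inhibition of tissue-nonspecific alkaline phosphatase at 20 µM in the single-dose screen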;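 also: plate controls were DMSO wells for no effect and EDTA-quenched wells as full inhibition for full effect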
# bIAP act: increases bovine intestinal alkaline phosphatase activity; purified bovine IAP, CDP-star luminescence, 30 min; stronger effect = higher value; fold of DMSO-control signal, blank-subtracted; activation factor at 20 µM; hit rate 0.17% among 200,000;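 active = activation factor of 2 or more at 20 µM, a signal rise over negative controls twice the positive control's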
# The depositor's hits bear a star; nt = not tested or not shown; & = joins results of further samples.
structure	APP transl inh	TNAP inh noacc	bIAP inh	TNAP act hi DEA	RAM network inh	FLuc stim CS	Lmaj promast	FLuc inh counter	TNAP inh hi DEA	bIAP act
O=C(O)/C=C/C(=O)Nc1ccccc1-c1ccccc1	0	-14	4	1.1	0.0	1	-7	-3	-8	1
COCc1cc(=O)[nH]c(-c2ccccc2)n1	29	-7	-10	1	3.1	1.1	-12	-8	-4	1.1
CCOc1ccc(CCNC(=O)CSCc2ccc(C)cc2)cc1OCC	-24	-17	-29	1	1.0	1	1	3	2	1.3
C/C(=N\NC(=O)c1ccc2c(c1)OCO2)c1ccc2c(c1)OCO2	-19	-13	-2	1	0.5	0.6	2	44	-4	1
O=C(NN=C1CCCCCCC1)c1ccc(F)cc1	-32	-15	13	1	2.2	1	1	2	-2	0.9
O=[N+]([O-])c1cc(/C=N\Nc2nccs2)ccc1O	nt	17	24	0.9	0.5	0.9	-5	8	13	0.8
CCOC(=O)C(CC)/C(C)=N\NC(=O)CCC(=O)Nc1ccc(Cl)cc1Cl (stereo not given)	-14	-6	-13	1	0.0	1	-4	0	-3	1.1
Cn1c(=O)c2c(nc(NCc3ccc4c(c3)OCO4)n2Cc2ccccc2F)n(C)c1=O	-6	-13	7	1.1	4.4	1.1	1	-9	-7	0.9
O=C(NCc1cccnc1)c1cccc2c1C(=O)N(Cc1cccnc1)C2	nt	-27	7	1.1	1.6	1	1	-4	-8	0.9
CCOc1ccc(S(=O)(=O)Nc2ccc(S(=O)(=O)N3CCCCC3)cc2)cc1	-15	-4	6	1	2.3	1	16	-3	1	0.9
CC/C(=N/O)c1cnnc(SC)n1	-13	-7	11	1	1.2	1	-3	-2	3	0.9
CCN(C(=O)COC(=O)c1ccc(OCc2c(C)noc2C)cc1)c1ccccc1	-2	-4	-1	1	2.9	1.1	-9	-8	0	1
Cc1cc(C)cc(N=Cc2c(O)c3ccccc3oc2=O)c1	-1	-15	8	1	0.0	1	-7	-2	-4	0.9
CCn1c(=O)n(CC)c2cc(N)ccc21	24	-10	0	1.1	0.6	1	-4	-3	-5	1
COC(=O)c1sccc1NC(=O)/C=C/c1c(Cl)cccc1Cl	-4	-5	15	1	6.4	1	1	-4	-2	0.8
Cc1ccc(-n2c(SCC(=O)NCCN3C(=O)CSC3=O)nnc2-c2cccc(C)c2)cc1	2	-12	5	1	0.8	1	3	-3	-3	1
O=c1[nH]c2ccccc2c2nc3ccccn3c12	-17	-8	8	1	0.4	0.5	37	54*	-2	0.9
Cc1cc(=O)n2[nH]c(=O)c(N=Nc3ccccc3)c2[nH]1	-10	-99	17	0.8	0.3	1	-5	2	24	0.8
CCOC(=O)c1ccc(NC(=O)CCc2nc(-c3ccccc3)no2)cc1	-9	-10	14	1.1	9.5*	1.1	2	-8	-8	0.9
Cc1ccc(-n2cc(-c3ccccc3)c3c(=O)[nH]cnc32)cc1	0	1	5	1	1.4	1	7	1	2	1
CC(C)n1c(CCCO)nc2ccccc21	23	-2	-1	1.1	0.5	1.1	1	-10	-5	1
CCCCOc1ccc(CNC(=S)N/N=C/c2ccc(OC)c(OC)c2)cc1	6	-8	-3	1.1	4.1	1	30	0	-6	1
CC(=O)c1ccc(OCc2ccccc2)c(C)c1O	-13	-11	6	1	1.1	1	-7	0	-5	0.9
O=C(Nc1ccc(SC(F)F)cc1)c1ccc2nccnc2c1	-72	-4	11	1	1.8	0.9	0	11	4	0.9
Cc1cc(C)cc(N(C(C)C(=O)NC2CCCC2)S(C)(=O)=O)c1 (stereo not given)	-10	-4	-4	1.1	2.6	1.1	-2	-9	-11	1
C/C(=N\NC(=S)NCCc1ccccc1)c1ccc(C#N)cc1	-1	-2	9	1	2.3	1	-2	-4	-2	0.9
Cc1ccccc1NC(=S)N1CCCC(c2nc3ccccc3[nH]2)C1 (stereo not given)	-27	-9	-23	1	0.5	1	4	-4	-3	1.2
Cc1ccc(NC(=O)Nc2cccs2)cc1	-95	-16	13	1.1	2.4	0.4	-9	64*	-7	0.9
Cc1ccc(NC(=O)N/C=C/c2ccco2)cc1C	-13	-24	0	1	5.1	1.1	-6	-5	1	1
O=C(CSc1nnc(SCc2ccc(Cl)cc2)s1)N1CCN(C(=O)c2ccco2)CC1	-7	-2	10	1	5.6	0.7	-1	29	0	0.9
O=C(O)c1cccc(N2C(=O)/C(=C/c3ccc(SCc4ccc(Cl)cc4)o3)SC2=S)c1	-17	29	10	0.9	3.6	1	14	5	14	0.9
CCCOc1ccccc1C1CC(=O)Nc2cc3c(cc21)OCO3 (stereo not given)	92*	-1	21	1	2.7	1.1	17	-10	-5	0.8

# With a hit mark in APP transl inh, among the entries above:
SMILES	APP transl inh	TNAP inh noacc	bIAP inh	TNAP act hi DEA	RAM network inh	FLuc stim CS	TNAP inh hi DEA	bIAP act
CCCOc1ccccc1C1CC(=O)Nc2cc3c(cc21)OCO3 (stereo not given)	92*	-1	21	1	2.7	1.1	-5	0.8

# (more compounds)
structure	APP transl inh	TNAP inh noacc	bIAP inh	TNAP act hi DEA	RAM network inh	FLuc stim CS	Lmaj promast	FLuc inh counter	TNAP inh hi DEA	bIAP act
CCSc1nc2ccccc2n1C(=O)/C=C/c1ccc(OC)c(OC)c1	42	2	-22	0.9	10*	1	44	0	6	1.2
CCC1CCCCN1CC(=O)Nc1cc(OC)c(OC)cc1C#N (stereo not given)	3	-5	-28	1	0.1	1	0	-1	-2	1.3
CCOc1ccc(-n2c(C)cc(/C=N\NC(=O)CC(=O)NC3CCCCC3)c2C)cc1	3	-9	5	1	-0.4	1.1	-4	-6	-4	0.9
Cc1cc(NCCO)nc(N2CCOCC2)n1	6	-8	5	1.1	-0.1	1	-3	-4	-6	1
C/C(=N\NC(=S)Nc1ccc(C)c(C)c1)c1ccc(N2CCOCC2)cc1	0	-6	-21	1	0.3	1	3	2	0	1.2
Nc1nc(NCc2ccco2)nn1-c1ccccc1	-2	-12	11	1.1	-0.7	1.1	-1	-5	-9	0.9
COc1ccc(C(=O)Oc2ccc(=O)n(-c3ccccc3)n2)cc1	-9	-12	1	1	-0.9	1	-2	-2	-3	1
CC1CCCCN1C(=O)Cc1ccc(Cl)cc1 (stereo not given)	-40	-12	-1	1.1	1.0	1	-6	-2	-5	1
O=Cc1ccc(N2CCCC2)c(F)c1	5	-12	11	0.9	-1.3	1	-3	2	5	0.9
Cc1ccccc1OCC(=O)Nc1cccc(C(=O)O)c1	68*	-12	-3	1	0.4	0.4	2	59*	-4	1
Brc1ccc(CSc2nccn2-c2ccccc2)cc1	8	-1	11	1.1	0.4	1.1	3	-7	-6	0.9
Cn1c(NC(=O)c2cccs2)c(-c2cccs2)c(=O)c2ccccc21	-7	-6	9	1	1.9	1	-3	-2	-1	0.9
C[C@H]1[C@H](C)CC[C@]2(C(=O)O)CC[C@]3(C)C(=CC[C@@H]4[C@@]5(C)C[C@@H](O)[C@H](O)C(C)(C)[C@@H]5CC[C@]43C)[C@H]12	-6	2	0	1	2.4	1.1	-10	-8	0	1
COc1cccc(-n2nnc3c(=O)n(Cc4c(F)cccc4Cl)cnc32)c1	8	-6	33	1	5.1	1	-11	-3	0	0.7
CCOC(=O)c1c(C)[nH]c(C(=O)OCC(=O)NC2CCS(=O)(=O)C2)c1C (stereo not given)	-4	-14	2	1	0.0	1.1	-7	-6	-4	1
CC(C)Oc1ccc(CNCC2(O)CCOC(C)(C)C2)cc1 (stereo not given)	9	-12	8	1	1.1	1.1	44	-7	-2	0.9
Cc1ccc(N2C(=O)c3ccc(C(=O)N4CCN(c5ccc(C)c(C)c5)CC4)cc3C2=O)cc1	12	-7	0	1	4.5	1	-5	0	3	1
CSc1ncccc1C(=O)Nc1ccc(OC(F)(F)F)cc1	21	-6	2	1	3.2	1	3	1	-2	1
CN(CC(=O)NC(=O)NCc1ccccc1)Cc1cccc(Cl)c1Cl	8	-19	0	1	1.9	1	17	0	-1	1
O=C(Cc1csc(Nc2nc(=S)[nH]c3ccccc23)n1)NCc1ccccc1Cl	0	12	8	1	0.4	1	-3	2	3	0.9
COc1cccc(C2CC(=O)N3CN(c4cccc(Cl)c4C)CSC3=C2C#N)c1OC (stereo not given)	1	3	11	1.1	2.4	1	-7	-3	-6	0.9
CC[C@H](C)C(=O)O[C@H]1CCC=C2C=C[C@H](C)[C@H](CC[C@@H]3C[C@@H](O)CC(=O)O3)[C@H]21	5	-1&0	-5&-22	1&1	0.0	1&1.1	76*	-2&-7	-1&-1	1.1&1.2
O=C(O)C1Cc2[nH]cnc2C(c2ccccc2O)N1 (stereo not given)	-13	-20	10	1.1	1.4	1.1	-1	-8	-6	0.9
O=S(=O)(Nc1nc2ccccc2nc1Nc1ccc2c(c1)OCO2)c1ccc(F)cc1	12	5	26	1	4.0	1.1	1	-11	-3	0.7
CCOCCCNC(=O)C(c1ccc(C)cc1)N1CCOCC1 (stereo not given)	-12	21	0	1	1.1	1.1	-9	-7	-2	1
O=C(/C=C/c1ccccc1)N/C(=C/c1ccccc1)C(=O)Nc1ccccc1O	-35	-8	8	1	2.1	1	5	3	-3	0.9
O=C(CCN1CCN(Cc2ccccc2)CC1)Nc1ccc(OCc2ccccc2)cc1	5	-5	-5	1	0.3	1	10	-2	-1	1.1
O=C(NC1CCOC1)c1ccc(OC2CCN(CCc3ccccc3)CC2)cc1 (stereo not given)	-1	-6	-15	1	0.1	1	-4	-4	-3	1.1
O=C(NNC(=O)c1ccccc1C(=O)O)c1ccc(-c2ccccc2)cc1	0	-34	-8	1.1	3.5	0.9	-3	9	-7	1.1
CCOC(=O)C(NCc1ccco1)(NC(=O)c1ccc(OC)cc1)C(F)(F)F (stereo not given)	3	-11	-1	1.1	1.6	1.1	-2	-7	-6	1
Cn1c(-c2ccccc2)c[n+]2c1CCCCC2	-5	-11	-2	1	0.0	1	0	-5	-5	1
Cc1ccc(C2CCN(C(=S)Nc3cccc(Cl)c3)C2)cc1 (stereo not given)	-2	-24	14	1.1	6.8	1	1	-1	-6	0.9
CCOc1ccc(/C=N/NC(N)=S)cc1	-2	13	2	1	-0.2	0.9	3	9	-3	1
CC(C)(C)c1ccc(-c2nnc3sc(-c4ccncc4)nn23)cc1	-8	-5	4	1	0.3	1	11	-1	3	1
Cc1cc(C(=O)NC(C)c2ccncc2)cs1 (stereo not given)	0	-3	7	1	1.8	1.1	-6	-9	0	0.9
CSCCC(NS(=O)(=O)c1ccc(Cl)cc1)C(=O)OCC(=O)NC1CCCCC1 (stereo not given)	-20	22	8	1	0.7	1.1	-2	-8	-3	0.9
COc1ccc(C(NC(=O)C(C)C)c2c(O)ccc3ccccc23)cc1OC (stereo not given)	nt	-14	-6	1	2.7	1.1	99*	-5	-1	1.1
Cc1cccnc1NC(=O)Cn1nc([N+](=O)[O-])cc1C	14	-15	-5	1	-0.3	1	-7	-4	-4	1
